Screens deposited in PubChem BioAssay by several laboratories.
proKLK7 act: proKLK7 zymogen activators, primary screen, biochemical, fluorescence intensity. purified proKLK7, EDANS-DABCYL substrate fluorescence; 100% is mature enzyme control, 0% vehicle. Kallikrein-7 (Homo sapiens), P49862. hit rate 0.9% among 370,000. activation, % at 7 µM;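 active = activation above the mean of all tested compounds plus 3 SD, computed per campaign excluding outliers beyond control limits, cut at about 13% in these data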
ASAP1 GAP inh: inhibitors of human ASAP1 ArfGAP activity, primary screen, biochemical, fluorescence polarization; Arf-GAP with SH3 domain, ANK repeat and PH domain-containing protein 1 (Homo sapiens), …; ASAP1-stimulated ARF1 GTP hydrolysis, GDP FP detection; inhibition, % at 16.5 µM; hit rate 0.19% among 360,000; AID 624377, 2012; in the data active = inhibition above about 25%;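 also: 0% = vehicle with enzyme and substrate and 100% = no enzyme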
Target sequence (Q9ULH1 325-724 limits assumed): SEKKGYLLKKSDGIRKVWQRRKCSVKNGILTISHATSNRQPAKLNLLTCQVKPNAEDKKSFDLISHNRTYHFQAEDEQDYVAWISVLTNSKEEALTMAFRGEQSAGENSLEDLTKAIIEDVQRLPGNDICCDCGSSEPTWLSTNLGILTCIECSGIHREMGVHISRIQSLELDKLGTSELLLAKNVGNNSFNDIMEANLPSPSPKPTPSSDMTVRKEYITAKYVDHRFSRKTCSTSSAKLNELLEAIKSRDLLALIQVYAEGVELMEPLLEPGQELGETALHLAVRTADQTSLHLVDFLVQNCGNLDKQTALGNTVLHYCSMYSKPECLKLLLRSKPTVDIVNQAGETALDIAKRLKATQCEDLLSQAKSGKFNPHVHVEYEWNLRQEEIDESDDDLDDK
ARFGAP1 inh: inhibitors of rat ARFGAP1 GAP activity, primary screen, biochemical, fluorescence polarization, GDP tracer; inhibition, % at 16.5 µM; Arfgap1-stimulated ARF1 GTP hydrolysis, GDP FP detection; AID 651572, 2012; ADP-ribosylation factor GTPase-activating protein 1 (Rattus norvegicus), Q62848; hit rate 0.26% among 360,000;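 active = inhibition above a per-plate limit, mean inhibition of low control wells plus 3 SD, cut at about 25% in these data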;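 also: 0% = DMSO wells with enzyme and 100% = wells lacking Arfgap1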
Target sequence (Q62848 1-136 limits assumed): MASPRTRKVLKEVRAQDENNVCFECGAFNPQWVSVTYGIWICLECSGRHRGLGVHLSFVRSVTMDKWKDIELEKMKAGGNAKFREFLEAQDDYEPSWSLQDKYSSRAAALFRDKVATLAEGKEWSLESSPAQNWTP
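Material: rat Arfgap1 catalytic domain, aa 1-136; also added: human ARF1(Δ1-17)-GTP substrate; compound dosing: one concentration, 16.5 µM, DMSO 1.26%; incubation: GTP hydrolysis reaction 2 h at 25 °C; measured by: Tracer-displacement fluorescence polarization with EDTA stop, 620/688 nm; evaluation: % inhibition from polarization; repeats: one replicate per compound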
PLCg1 inh: PLC-gamma1 enzyme inhibitors, primary screen, biochemical, fluorescence, purified enzyme; 1-phosphatidylinositol 4,5-bisphosphate phosphodiesterase gamma-1 (Homo sapiens), P19174; fluorogenic substrate; inhibition, % at 12.2 µM; hit rate 0.84% among 370,000; in the data active = inhibition above about 9.5%
UHRF1 MBD2 ctr: UHRF1 methylated DNA binding inhibitors, primary screen, counter-screen for MBD2 inhibitor project, biochemical, TR-FRET, human UHRF1, single concentration; inhibition, % at 4.4 µM; AID 687016, 2013; E3 ubiquitin-protein ligase UHRF1 (Homo sapiens), Q96T88; UHRF1 binding to methylated oligo; hit rate 0.75% among 370,000; in the data active = inhibition above about 21%;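 also: UHRF1 SRA domain binding a hemimethylated CpG hairpin DNA probe; 0% = median of test compound wells and 100% = reference inhibitor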
NR1D1 modulator: modulators of Rev-erb alpha DNA binding, primary screen, biochemical, FITC-DNA, fluorescence polarization, uHTS; Nuclear receptor subfamily 1 group D member 1 (Homo sapiens), P20393; Rev-erbα–FITC-DNA binding, 90 min; activity, % at 10 µM; hit rate 0.79% among 370,000; AID 1259318, 2017;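 active = activity above about 14%, limit read from the data; passing the limit was not always enough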;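 also: 0% = DMSO wells with 35 nM protein and 100% = DMSO wells with 750 nM protein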
sPLA2-III inh: human group III sPLA2 inhibitors, primary screen, biochemical, QFRET, BODIPY PC-A2 liposome substrate; QFRET BODIPY PC-A2 liposome hydrolysis, fluorescence; AID 743126, 2013; Group 3 secretory phospholipase A2 (Homo sapiens), Q9NZ20; inhibition, % at 12.2 µM; hit rate 0.56% among 370,000;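 active = inhibition above mean plus 3 SD of compounds lying within the high and low control bounds, cut at about 19% in these data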;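 also: 0% = median of test compound wells and 100% = no enzyme DMSO wells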
Tn7 DDE FP: inhibitors of Tn7 peptide binding to fibrin DD(E), primary screen, biochemical, fluorescence polarization, human fibrin, Tn7 probe; AID 720508, 2013; Fibrinogen beta chain (Homo sapiens), P02675; hit rate 0.13% among 370,000; inhibition, % at 8.3 µM; FP displacement of FITC-Tn7 peptide from fibrin DD(E); 0% = median of compound wells per plate;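 active = inhibition above the mean of compounds falling within the control limits plus 3 SD of them, cut at about 14% in these data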;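 also: 0% = plate median of compound wells and 100% = 10 µM Aha-Tn7 peptide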
Target sequence (P02675 whole entry, looked up): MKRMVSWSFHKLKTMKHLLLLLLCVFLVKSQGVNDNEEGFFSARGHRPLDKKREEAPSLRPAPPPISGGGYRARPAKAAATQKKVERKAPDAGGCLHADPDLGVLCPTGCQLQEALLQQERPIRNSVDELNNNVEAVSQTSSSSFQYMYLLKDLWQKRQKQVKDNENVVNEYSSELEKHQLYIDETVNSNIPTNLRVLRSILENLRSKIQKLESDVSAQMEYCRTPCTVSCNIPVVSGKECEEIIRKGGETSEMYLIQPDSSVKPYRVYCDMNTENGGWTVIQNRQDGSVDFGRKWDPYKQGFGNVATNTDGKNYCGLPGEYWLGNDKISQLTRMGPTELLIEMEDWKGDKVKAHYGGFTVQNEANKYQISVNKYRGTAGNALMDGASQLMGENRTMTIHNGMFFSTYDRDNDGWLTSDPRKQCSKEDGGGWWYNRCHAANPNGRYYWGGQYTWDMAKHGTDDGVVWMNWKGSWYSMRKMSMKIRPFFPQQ
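assay system = human clot-derived fibrin DD(E) complex | quantity = Fibrin-DD(E) at 2 µM final | timing = 10 min preincubation, 3 h with tracer, room temperature | signal = fluorescence polarization | measure = percent inhibition | benchmarks = high control wells with 10 µM unlabelled Aha-Tn7 peptide (full inhibition) | replicates = singlicate testing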
Tn6 DDE FP: inhibitors of Tn6 peptide binding to fibrin DD(E), primary screen, biochemical, fluorescence polarization, human fibrin, Tn6 probe; Fibrinogen beta chain (Homo sapiens), P02675; Fibrin DD(E) TRITC-Tn6 fluorescence polarization displacement; inhibition, % at 8.3 µM; hit rate 0.21% among 370,000; AID 720509, 2013;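 active = inhibition above a per-campaign cutoff: mean of compounds within control limits plus 3 SD, cut at about 15% in these data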;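 also: 0% = median of all compound wells on the plate and 100% = blocking peptide control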
PLCb3 inh: human PLC-beta3 inhibitors, primary screen, biochemical, fluorescence; 1-phosphatidylinositol 4,5-bisphosphate phosphodiesterase beta-3 (Homo sapiens), Q01970; Purified PLC-beta3, fluorogenic substrate; inhibition, % at 12.2 µM; hit rate 0.18% among 370,000; AID 720704, 2013; in the data active = inhibition above about 11%;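 also: 0% = median of compound wells on plate and 100% = full blocker control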
* hit, by the source's call; i = inactive. Compounds as they come. About 4.5% of those tested had a hit in this group.

The line under a structure holds: proKLK7 act, ASAP1 GAP inh, ARFGAP1 inh, PLCg1 inh, UHRF1 MBD2 ctr, NR1D1 modulator, sPLA2-III inh, Tn7 DDE FP, Tn6 DDE FP, PLCb3 inh
- C[C@H]1COC(=O)[C@@H](Cc2ccc(F)cc2)C/C=C\C[C@H](CC(=O)NCCO)C(=O)N1
 : 0.2, -1, 7, 0, 2, -5, 6, -3, 7, 4
- O=C(COC(=O)Cc1ccccc1)NCc1ccc2c(c1)OCO2
 : 0.1, 5, 11, 1, 0, -4, 6, 2, 3, -6
- O=C(NC1CCCCCCC1)c1ccc(F)c(S(=O)(=O)N2CCOCC2)c1
 : -0.4, 9, 2, -2, 0, 3, -6, -8, 0, -3
- COc1ccc(CNC(=O)CCC2N=C3c4ccccc4N=C(SCC(=O)NCC4CCCO4)N3C2=O)cc1 (centres undefined)
 : -0.3, 2, 9, -8, -1, 4, -4, -1, -5, -17
- COCCNC(=S)N1CCN(C/C=C/c2ccccc2)CC1
 : 0.0, 2, 8, 2, -1, 4, 4, 1, -9, -5
- C#CCOCCOCCOCCNc1nc(N2CCN(C(=O)Cn3cc(CCCCN)nn3)CC2)nc(N2CCN(C(=O)Cn3cc(CCCCN)nn3)CC2)n1
 : 0.1, 5, -7, 5, 8, 5, 1, -9, -2, 6
- CCc1nnc(NC(=O)CSc2nc3c(c(=O)n2CC)SC(C)C3)s1 (centres undefined)
 : -0.3, 1, 6, 0, -1, -3, 2, -2, 2, 2
- O=C(N/C(=C/c1ccc(F)cc1)C(=O)N1CCCC1)c1ccccc1
 : -0.3, 7, 0, 3, 0, -3, -1, -5, 5, -4
- O=C(Cc1c(C(=O)O)[nH]c2ccc(Cl)cc12)Nc1ccc2c(c1)OCCO2
 : -0.6, -5, 7, -2, -2, -1, -43, 2, -11, -3
- CCOC(=O)c1sc2nc(C3CC3)cc(-c3ccc(F)cc3)c2c1N
 : -0.4, 6, -10, -92, -2, -2, 0, 4, 6, -109
- CCc1nnc(NC(=O)c2cccc(S(=O)(=O)N3CCCCC3)c2)s1
 : 0.8, -2, 7, 0, 0, 6, 3, 0, 6, -8
- CCCCn1c(N)c(N(CCC(C)C)C(=O)COC(=O)c2cccnc2OCC)c(=O)[nH]c1=O
 : 0.7, -11, 11, 0, -2, 7, 0, -1, -3, -1
- CCCCOC(=O)COc1ccc(Cl)cc1Cl
 : 0.1, -1, -4, -1, -2, 3, 3, -9, 5, 3
- Cc1ccc2nc(Nc3nc(CSc4nnc(C)s4)cc(=O)[nH]3)nc(C)c2c1
 : 0.2, 3, -7, 0, 3, 4, -6, 1, 2, 4
- CN1CCN(C(=O)/C(=C/c2ccc(F)cc2)c2ccsc2)CC1
 : 0.8, -7, -8, -2, 1, 1, 0, -4, -3, -2
- CC(C)(C)OC(=O)N1CCCC(C(=O)Nc2cccc(C(=O)NCCc3ccccc3)c2)C1 (centres undefined)
 : 0.2, -4, 5, 1, -2, -4, -11, -8, -3, 1
- Cc1ccccc1CS(=O)(=O)c1cn(CC(=O)N2CCC(C)CC2)c2ccccc12
 : -0.2, 16, -7, 3, 1, 1, -11, -9, 1, 4
- O=C1CSC(=NC(=O)c2ccccc2)N1
 : 0.2, 7, -1, 4, 1, -7, -9, 1, 4, 1
- CNC(=S)N1N=C2c3ccccc3CCC2C1c1ccccc1Cl (centres undefined)
 : 0.1, -7, 4, -2, 0, 2, -6, -1, 4, -3
- CC(C)(C)c1nnc(NC(=O)c2cccs2)s1
 : -0.1, 0, 7, 0, -2, 8, -1, -4, -3, 2
- CCN(CC)c1ccc(/C=N/NC(=O)c2cc(C)nc3ccccc23)cc1
 : 0.4, 0, 3, -9, -1, 6, -4, 0, -5, -19
- CCn1c(-c2cccnc2)n[nH]c1=S
 : -0.1, 3, 4, 0, -6, 2, 5, 2, -2, -1
- Cc1ccc(NC(=S)Nc2ccc3cn[nH]c3c2)cc1
 : 0.1, 6, 6, -1, -5, 2, 4, -2, -8, -1
- CCN(CC)CCCNc1oc(/C=C/c2ccccc2)nc1C#N
 : 104*, 16, 10, i, -5, 1, -5, 0, -10, i
- O=C(Nc1cccnc1)c1ccc(-c2ccccc2)cc1
 : 0.2, 4, 9, 2, 0, 0, 0, 1, -10, 1
- CC1(C(=O)Nc2cccc3c2CCCC3)CCN1C(=O)C1(c2ccccc2)CC1 (centres undefined)
 : 0.1, 3, -17, 2, 0, 8, -12, -7, 5, 1
- CCOC(=O)C1=C(O)CSC1=Nc1ccc(C)cc1
 : 0.5, 9, -13, -2, -1, -2, -14, 0, 8, -7
- CCCCCc1c(-c2ccccc2OC)ncn1CCc1ccccc1OC
 : 0.9, -2, 1, -1, 0, 0, -11, 10, 9, 1
- C#CCOc1ccccc1/C=N/NC(=O)c1ccccc1OCc1ccccc1
 : -2.2, -9, -4, -1, 1, -4, 1, 3, 11, -3
- CO/N=C/C(C#N)=C/c1ccc(OC)cc1
 : 0.2, -7, -1, 15*, 0, 0, 4, -13, -4, 7
- Cc1ccc(N(Cc2ccccc2)C(=O)CSC(C)C(=O)Nc2cc(C)on2)cc1 (centres undefined)
 : 0.1, -1, -4, 0, -1, -1, 1, 6, 2, 0
- CCN(CC)C(=O)c1ccc(COc2ccccc2Br)o1
 : -0.4, -10, 4, 1, 1, 0, -4, 1, -10, 0
- COc1ccc(Cc2nnc(NC(=O)Nc3ccc(F)cc3)s2)cc1
 : 0.4, 8, 9, 0, -1, 1, -5, 3, -2, -2
- O=C(CCS(=O)(=O)c1ccc(Br)cc1)N1CCN(c2ccccc2)CC1
 : 0.4, -4, 11, 7, 4, -2, 0, -12, 5, 3
- OC(CN1CCCCC1)Cn1c(C(F)(F)F)nc2ccccc21 (centres undefined)
 : 0.1, 6, 1, 4, -1, -8, 2, 1, -1, 3
- CCOC(=O)Cc1csc(NC(=O)CCC(=O)O)n1
 : -0.1, -16, -4, -2, 17, -2, -1, 1, 6, -3
- COc1ccc(OC)c(C2=NOC(C(=O)NCc3ccccn3)C2)c1 (centres undefined)
 : 0.2, -1, -2, -1, 2, -1, 1, -1, 4, -3
- C/C(=N\NC(=O)C(O)c1ccccc1)c1ccc(Cl)s1 (centres undefined)
 : 0.5, 0, -2, 1, -2, 5, -4, -2, -1, -8
- N/C(=N\N=C\c1cccc(O)c1)c1nonc1N
 : -0.4, -17, 0, 6, -4, -5, 5, -1, 4, -291
- COc1ccc(OCCSc2nc3nc(C)cc(C)n3n2)cc1
 : 0.1, -4, 2, -1, -4, 2, -2, 2, -2, -10
- COc1cc(NC(=O)CCC(=O)O)nc(OC)n1
 : 0.7, 3, 3, 0, -3, 4, 0, -6, 2, 1
- COC(C[C@H](O)[C@@H](C)[C@@H](O)COCc1ccccc1)OC
 : -0.3, 1, 0, 2, 5, -4, -1, -4, -4, 2
- C[C@H](CO)N1C[C@H](C)[C@@H](CN(C)S(=O)(=O)c2cn(C)cn2)Oc2c(NS(=O)(=O)c3ccccc3)cccc2C1=O
 : -0.1, 8, 3, 0, -1, 7, 2, 5, -2, -1
- COc1cc(NC(=O)CNC(=O)Cn2c(C)cc3ccccc3c2=O)cc(OC)c1OC
 : 0.8, 4, 9, -2, 2, 1, -1, 1, 4, -8
- COc1ccc([C@H]2C[C@H](O)[C@@H](n3cc(-c4ccc(F)cc4)nn3)CN2C(=O)c2cccs2)cc1
 : 0.1, 4, 10, -1, -2, -6, -15, 0, -6, -2
- O=C(O)c1ccccc1SC1CC(=O)N(c2ccc3c(c2)OCO3)C1=O (centres undefined)
 : -1.3, -3, 2, -2, 1, 3, -3, -4, 2, -3
- CCOC(=O)c1ccc(NC(=O)CCc2nc(-c3ccc(Cl)cc3)no2)cc1
 : 0.8, 0, 0, 0, -1, 14, -1, 7, 3, 6
- O=C1CCC(=O)N1c1ccc(S(=O)(=O)Nc2ccc(Br)cc2)cc1
 : -0.2, 8, 3, 3, 2, 5, -7, -2, 7, -2
- CSc1ccccc1NC(=O)COc1ccc(S(=O)(=O)N2CCCC2)cc1
 : 0.6, 5, -16, -3, 2, 2, -17, -3, -3, -1
- Nc1ccc2c(c1Cl)C(=O)c1ccc(N)c(Cl)c1C2=O
 : 0.3, 12, 1, -1, -1, -32, -1, 1, -8, -2
- CN1CCN(S(=O)(=O)c2ccc(N3CCN(C(=O)c4ccccc4)CC3)nc2)CC1
 : -0.3, 7, 0, -1, 2, 1, 3, -1, 6, -2
- COc1ccc(C(C(=O)NCc2ccccc2)N(C(=O)c2snc(C(N)=O)c2N)c2ccccc2OC)cc1OC (centres undefined)
 : -3.6, -6, 8, -132, -1, -1, -8, 1, -6, -168
- COc1cc2[nH]c(=O)n(CCC(=O)N3CCN(Cc4ccccc4)CC3)c(=O)c2cc1OC
 : 0.3, 3, 2, 5, -3, 4, 1, -1, 3, -4
- COc1cc(C(=O)COC(=O)Cc2cnc3sccn23)cc(OC)c1OC
 : 0.3, 4, -8, -21, 3, -1, 2, 9, 0, -29
- Cc1cccc(CN2CCC(n3nccc3NC(=O)CCCc3ccccc3)CC2)c1
 : -0.3, 3, -1, 0, -1, -5, -18, -3, 2, 1
- Nc1cccc(N=[N+]([O-])c2cccc(N)c2)c1
 : 0.6, -9, 14, 4, -3, 5, 9, -1, -4, 6
- Cc1nnc(SCc2cc(=O)oc3cc(O)ccc23)n1Cc1ccccc1
 : -1.2, -6, 10, -72, -4, -9, -4, -4, -4, -78
- COCCCn1c(SC(C)C(=O)Nc2c(C)n(C)n(-c3ccccc3)c2=O)n[nH]c1=O (centres undefined)
 : -0.4, -2, 4, 4, 0, -3, 4, 0, -12, 2
- Cc1[nH]c(C)c(S(=O)(=O)N2CCN(c3cccc(Cl)c3)CC2)c1C(=O)N1CCCCC1
 : 0.1, -3, -15, -2, 2, 4, -3, 8, 1, -4
- COc1ccccc1CN1C(=O)[C@H]2Cc3c([nH]c4ccccc34)C(C)(C)N2C1=O
 : -0.2, 3, -3, -6, 1, 3, -20, 5, -4, -9
